# Gal4-VP16 FLuc: VP16 counterscreen qHTS for inhibitors of ROR gamma transcriptional activity; Drosophila S2 Gal4-VP16 UAS-luciferase, luminescence, 20 h; Potency, µM (top dose mostly 53.6 µM), for inactives: at the highest dose activity, negative = inhibition, usual class: inhibitors; actives 3.5% (n = 310,000); AID 2546, 2010;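 also: Gal4-VP16 expression switched on by copper sulfate through the metallothionein promoter; potency is read from the fitted curve at half-maximal effect; % is scaled to controls: 0 for no effect and ±100 for the full control effect; nearly all actives have a fitted effect of over 50% in size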
# Rab9 prom act: qHTS Assay for Rab9 Promoter Activators | Huh7 Rab9 promoter-luciferase reporter, luminescence, 24 h | actives 2.8% (n = 320,000) | Potency, µM (highest dose often 9.22 µM), for the others: at the highest dose activation, negative = inhibition, hits mostly activators; also: potency is read from the fitted curve at half-maximal effect; % of control where 0% means no effect; nearly all actives have a fitted effect of over 60% in size
#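 Huh7 cells stably carrying Rab9 promoter–luciferase reporter, plated 1500 cells/well, compound added after 2 h and incubated 24 h at 37 °C; luciferase luminescence then read after 10 min with detection reagent.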
# KCNH2 3.1 block: qHTS for Inhibitors of KCHN2 3.1: Mutant qHTS; Potassium voltage-gated channel subfamily H member 2, brain isoform KCNH2 3.1 (human); U2OS KCNH2 3.1, thallium flux FluxOr; active compounds read low; activity change, % (tested at about 1.8 µM); actives 0.95% (n = 340,000); AID 720553, 2013;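 active = maximum activity change below -70%; inconclusive = maximum activity change from -70% to -50%; inactive = maximum activity change above -50%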;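 also: thallium influx rate constant from kinetic fluorescence after stimulation buffer; % is scaled to controls: 0 for no effect and ±100 for the full control effect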
#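 Steps: virus added to U2OS suspension (4 h, RT, dark); medium with 10% FBS added, cells plated, 37 C overnight; FluxOr/Red40 loading buffer 45 min RT; stimulation buffer, 2 min kinetic read; rate constant normalized.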
# NPC1 promoter act: qHTS Assay for NPC1 Promoter Activators | Huh7 NPC1 promoter luciferase reporter, 24 h | Potency, µM (highest dose often 9.22 µM), without a hit: at the highest dose activation, most hits filed as activators | actives 2.4% (n = 320,000) | AID 485313, 2010;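 also: potency is read from the fitted curve at half-maximal effect; % of control where 0% means no effect; nearly all actives have a fitted effect of over 60% in size; reporter is driven by a mutant NPC1 promoter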
#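 Luminescence read-out of NPC1 promoter-driven luciferase in stably transfected Huh7 cells; compounds delivered in DMSO and left 24 h at 37C, 5% CO2, qHTS titration format.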
# PKM2 act: qHTS Assay for Activators of Human Muscle isoform 2 Pyruvate Kinase; actives 0.34% (n = 260,000); purified PKM2, Kinase-Glo ATP luminescence, activation; response scale: 0% is enzyme alone, no compound; Pyruvate kinase PKM (Homo sapiens), P14618; Potency, µM (series often up to 57.5 µM), inactives show at the highest dose activation, most hits filed as activators; also: potency is read from the fitted curve at half-maximal effect; % is scaled to controls: 0 for no effect and ±100 for the full control effect; nearly all actives have a fitted effect of over 55% in size
# Target sequence (P14618 whole entry, looked up, canonical isoform): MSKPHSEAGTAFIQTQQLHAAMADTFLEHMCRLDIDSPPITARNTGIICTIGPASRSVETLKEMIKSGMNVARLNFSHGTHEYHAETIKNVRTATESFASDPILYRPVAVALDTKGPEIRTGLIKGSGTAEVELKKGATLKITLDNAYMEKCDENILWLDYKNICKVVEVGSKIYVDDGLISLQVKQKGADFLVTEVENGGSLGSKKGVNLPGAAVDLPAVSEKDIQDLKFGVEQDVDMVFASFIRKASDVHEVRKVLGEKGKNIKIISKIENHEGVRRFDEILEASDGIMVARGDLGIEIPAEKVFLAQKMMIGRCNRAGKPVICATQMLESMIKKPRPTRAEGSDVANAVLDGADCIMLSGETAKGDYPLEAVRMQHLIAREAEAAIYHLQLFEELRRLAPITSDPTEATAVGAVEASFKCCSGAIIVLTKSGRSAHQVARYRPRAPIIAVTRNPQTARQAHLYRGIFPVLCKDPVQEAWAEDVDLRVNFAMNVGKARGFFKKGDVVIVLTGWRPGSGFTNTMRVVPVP
#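 Purified hPK-M2 (>95% pure) converted ADP (0.1 mM final) to ATP with 0.5 mM PEP in 50 mM imidazole pH7.2, KCl, MgCl2, Tween 20, BSA; 1 h at room temperature. ATP detected by Kinase-Glo luminescence.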
# FLuc counter: qHTS profiling assay for firefly luciferase inhibitor/activator using purifed enzyme and Km concentrations of substrates (counterscreen for miR-21 project) | actives 6.9% (n = 360,000) | AID 588342, 2011 | Potency, µM (titrated, usually from 57.5 µM), for inactives: top-dose activity change, negative = inhibition, actives largely listed as inhibitors | Luciferin 4-monooxygenase (Photinus pyralis), P08659 | purified FLuc, Km substrates, luminescence inhibition;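 also: potency is read from the fitted curve at half-maximal effect; plate controls were vehicle for no effect and reference inhibitor for full effect; nearly all actives have a fitted effect of over 55% in size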
#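 Purified P. pyralis luciferase (10nM final) with 10uM D-luciferin and 10uM ATP (Km levels) in 50mM Tris acetate pH 7.5, 10mM Mg acetate, 0.01% Tween-20, 0.05% BSA; qHTS 6-point titration, ~60 µM downward; luminescence read.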
# MBNL1 CUG block: qHTS Assay for Inhibitors of MBNL1-poly(CUG) RNA binding | Muscleblind-like protein 1 (Homo sapiens), Q9NR56 | TR-FRET MBNL1-His/biotin-(CUG)12 binding, 665/545 ratio | Potency, µM (top dose mostly 57.5 µM), inactives show top-dose activity change, negative = inhibition, hits mostly inhibitors | actives 0.036% (n = 280,000) | AID 2675, 2010; active = well fitted inhibition curve with a large enough effect in the signal ratio, with a control signal flat, not every such curve was filed as active; inconclusive = small, poorly fitted or top-dose-only effect, or effect the other way, or a change in a side signal; inactive = no such curve, though single readings can be large or run the other way; the % refers to the signal ratio; also: potency is read from the fitted curve at half-maximal effect; % is scaled to controls: 0 for no effect and ±100 for the full control effect
# Target sequence (Q9NR56 whole entry, looked up): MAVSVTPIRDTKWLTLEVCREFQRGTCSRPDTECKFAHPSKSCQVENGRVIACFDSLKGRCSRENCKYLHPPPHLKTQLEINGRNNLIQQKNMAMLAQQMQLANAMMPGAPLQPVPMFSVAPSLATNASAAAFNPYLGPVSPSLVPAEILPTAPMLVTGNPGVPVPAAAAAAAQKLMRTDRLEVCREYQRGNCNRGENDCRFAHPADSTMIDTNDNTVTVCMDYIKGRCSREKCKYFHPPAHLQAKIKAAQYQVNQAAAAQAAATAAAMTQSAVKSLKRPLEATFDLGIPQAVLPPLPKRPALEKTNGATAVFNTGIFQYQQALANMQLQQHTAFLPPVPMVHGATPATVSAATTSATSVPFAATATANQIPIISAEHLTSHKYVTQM
#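 His-tagged MBNL1 binding to biotinylated (CUG)12 RNA was measured by TR-FRET using terbium anti-His antibody (0.055 ng/ul final) and streptavidin-XL665 (5 nM final). Compounds were titrated 92 nM to 58 uM; 60 min at room temperature.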
# Mito fusion act: qHTS Assay for Small Molecule Inhibitors of Mitochondrial Division or Activators of Mitochondrial Fusion; actives 0.23% (n = 320,000); Potency, µM (highest dose often 46.1 µM), without a hit: top-dose growth rescue (activation), actives largely listed as activators; S. cerevisiae fusion-defective mutant growth rescue, CellTiterGlo 48 h;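 also: potency is read from the fitted curve at half-maximal effect; % of control where 0% means no effect; nearly all actives have a fitted effect of over 45% in size; temperature-sensitive fusion mutants such as fzo1-1 at 37 °C on non-fermentable ethanol glycerol medium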
#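 Temperature-sensitive fusion-defective S. cerevisiae (e.g. fzo1-1, mgm1-5) were grown with compound in YPEG medium (3% ethanol, 3% glycerol) for 48 hours at 37C. Growth rescue was measured as viability by CellTiterGlo luminescence after 10 minutes at ambient.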
# ELG1 DNA repair: qHTS screen for small molecules that inhibit ELG1-dependent DNA repair in human embryonic kidney (HEK293T) cells expressing luciferase-tagged ELG1; HEK293T ELG1-luciferase reporter, luminescence, 16 h; DNA damage induced by 5-fluorouridine; actives 2.3% (n = 330,000); Potency, µM (highest dose often 46.1 µM), inactives show at the top dose activity change, negative = inhibition, actives largely listed as inhibitors; also: potency is read from the fitted curve at half-maximal effect; % is scaled to controls: 0 for no effect and ±100 for the full control effect; nearly all actives have a fitted effect of over 55% in size
#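 Overnight (16 hr) co-exposure of 2,000 cells/well to 5-fluorouridine and compound at 37 °C preceded detection. Luciferase was quantified via ONE-Glo luminescence; loss of signal denotes inhibition.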
# Menin MLL FP TR: qHTS Assay for Inhibitors Targeting the Menin-MLL Interaction in MLL Related Leukemias: Competition With Texas Red Labeled MLL-derived Mutant Peptide. Menin + Texas Red MLL mutant peptide, fluorescence polarization. Potency, µM (doses to about 61.6 µM), for inactives: at the top dose FP activity change, negative = inhibition, most hits filed as inhibitors. O00255. actives 0.23% (n = 270,000). AID 1768, 2009; active = well fitted inhibition curve with a large enough effect in the polarisation, with a control signal flat, not every such curve was filed as active; inconclusive = small, poorly fitted or top-dose-only effect, or effect the other way, or a change in a side signal; inactive = no such curve, though single readings can be large or run the other way; the % refers to the polarisation; also: potency is read from the fitted curve at half-maximal effect; % of control where 0% means no effect; many of its hits are not listed in these tables
# RORg inh: qHTS for inhibitors of ROR gamma transcriptional activity; Drosophila S2 Gal4-RORgamma UAS-luciferase reporter, 20 h; Potency, µM (top dose mostly 53.6 µM), without a hit: at the top dose activity change, negative = inhibition, hits mostly inhibitors; actives 5.4% (n = 310,000); also: potency is read from the fitted curve at half-maximal effect; % is scaled to controls: 0 for no effect and ±100 for the full control effect; nearly all actives have a fitted effect of over 60% in size
#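 ROR gamma transcriptional activity was tracked as Gal4-UAS luciferase output in stably transfected Drosophila Schneider cells, with compound added 1 hr before 700 uM copper sulfate induction and a 20 hr ambient-temperature incubation.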
# Starred values were filed as active, the others as inactive; u = inconclusive; x = not tested or not shown. Unless noted, calls follow the shape of the dose curve; as a rule, active = well fitted curve in the direction sought with a large enough effect; inconclusive = small, poorly fitted or top-dose-only effect, or another doubt; inactive = no such curve, though single readings can be large; an effect the other way counts as inactive or inconclusive. This is a subset; count on the stated rates, not on these rows.
# Below each SMILES: ELG1 DNA repair | Rab9 prom act | PKM2 act | NPC1 promoter act | FLuc counter | RORg inh | Menin MLL FP TR | MBNL1 CUG block | KCNH2 3.1 block | Gal4-VP16 FLuc | Mito fusion act
COC(=O)c1ccccc1NC(=O)CSc1nnc(-c2ccc(C)cc2)o1
→ u | u | 0% | u | u | u | -13% | -4% | x | 11% | 2%
COCc1nnc(NC(=O)CS(=O)(=O)c2ccc(C)cc2)s1
→ -7% | -1% | 2% | -1% | 2% | 16% | -8% | -3% | 9 | -17% | -2%
COc1ccc(N2CCN(C(=O)CSc3ncn[nH]3)CC2)cc1
→ 30% | 0% | x | 1% | 3% | x | x | x | -10 | x | -1%
Nn1c(SCC(=O)Nc2ccccc2F)nnc1-c1cccs1
→ 7% | -1% | x | -2% | 2% | x | x | x | 4 | x | -2%
CCOC(=O)Cc1cn2c(=O)cc(CSCC(=O)Nc3ccc(C)c(C)c3)nc2s1
→ -14% | -9% | -1% | -4% | -2% | 18% | u | 13% | -8 | 17% | 1%
O=C(NCc1cccs1)c1cc(-c2ccncc2)nc2ccc(Br)cc12
→ u | -5% | 4% | -12% | u | 11% | u | u | x | -3% | 5%
Cc1cc(-n2cnc3c(=O)[nH]cnc32)ccc1N
→ u | -2% | -5% | -5% | 1% | 15% | 17% | -14% | 3 | 4% | -1%
CC(C)(C)NC(=O)NC(=O)COC(=O)CCCc1c[nH]c2ccccc12
→ u | -8% | -9% | -2% | -3% | -27% | 13% | -4% | 16 | -14% | -2%
N#Cc1c(NC(=O)Cn2nc(C(F)(F)F)c3c2CCCC3)sc2c1CCC2
→ 7% | 4% | -2% | -1% | -14% | 30% | u | -13% | -1 | -15% | -2%
NC(=O)NCc1ccc(Cl)cc1
→ 3% | -1% | 0% | -4% | -1% | 21% | -8% | -6% | -80* | 6% | -6%
CC1CC(C)CN(S(=O)(=O)c2ccc(NN)nc2)C1 (centres undefined)
→ u | -5% | 6% | 1% | -2% | u | x | x | -13 | -23% | -1%
CCOC(=O)c1nnn(-c2nonc2N)c1-c1cccs1
→ -10% | -2% | 0% | -3% | -1% | 12% | 6% | 3% | -2 | -1% | 2%
CCCn1nnnc1NCc1cccn1C
→ u | 4% | -8% | 2% | 1% | -36% | 8% | -3% | -6 | 1% | -5%
Cc1ccc(C)c(NC(=O)c2cnccn2)c1
→ u | 0% | 5% | 1% | -3% | 9% | 4% | -6% | -1 | -3% | -5%
CCNS(=O)(=O)c1ccc(NC(=O)c2cc(C(F)(F)F)nn2C)cc1
→ 15% | -3% | -3% | -3% | 7% | u | 1% | -17% | 4 | -3% | 3%
CC(C)Cc1nnc(NC(=O)CCN2C(=O)c3ccccc3C2=O)s1
→ -3% | -7% | -6% | 2% | 3% | 34% | 3% | -10% | 6 | -6% | 0%
O=C1N/C(=N\c2ccccn2)SC1Cc1ccc(Cl)cc1 (centres undefined)
→ 24% | -5% | 7% | -12% | -2% | 2µM* | -1% | 13% | 23 | 3.2µM* | -4%
O=C(C1CCN(S(=O)(=O)c2ccc(Br)s2)CC1)N1CCN(C2CCCCC2)CC1
→ 9% | -6% | -5% | -3% | -3% | 10% | u | 1% | 1 | -4% | -2%
Cc1nc(NC(=O)CSc2nnc3ccccn23)c(Cl)cc1Cl
→ 1% | -8% | 1% | -6% | 1% | 0% | 5% | -11% | 0 | 1% | 2%
O=C1CC(c2ccccc2)C(=O)N1c1cccc(O)c1 (centres undefined)
→ 4% | -3% | -3% | -1% | 0% | 42% | u | 8% | 5 | -5% | -3%
O=C(CN1CCOCC1)NCc1ccc(F)cc1
→ -1% | 5% | x | -4% | 1% | -2% | 8% | -6% | 7 | -6% | -6%
COc1ccc(/C=N/NC(=O)c2ccc(COc3cccc4cccnc34)cc2)cc1OC
→ u | 1% | 10% | 1% | u | -5% | 1% | u | -2 | -6% | -5%
CCC(C)(C(=O)NC1CCCCC1)N(C(=O)c1cnccn1)c1c(C)n(C)n(-c2ccccc2)c1=O (centres undefined)
→ 12% | 1% | 0% | -7% | -2% | 3% | -5% | -5% | -5 | -3% | 1%
COc1cccc(C(=O)N2CCN(C(=O)C3CC3)CC2)c1
→ 12% | -1% | 1% | -1% | 3% | 13% | 8% | 0% | -5 | 14% | -13%
O=C(CSc1ccc(-c2ccccc2)nn1)NCC1CCCO1 (centres undefined)
→ 3% | 3% | -20% | 5% | -10% | -15% | -1% | -9% | 10 | -21% | -5%
CC(C)Cn1c(N)c(C(=O)COC(=O)c2ccc3ccccc3n2)c(=O)n(C)c1=O
→ u | 0% | -1% | -7% | -1% | 23% | 2% | u | -25 | -19% | 2%
Cc1ccc2cc(C3CC(c4ccco4)=NN3C(=O)CCC(=O)O)c(Cl)nc2c1 (centres undefined)
→ -13% | 0% | -1% | 0% | 1% | -9% | 14% | -4% | 2 | u | -6%
CN1C(C)(C)c2ccccc2OS1(=O)=O
→ -2% | -1% | -2% | -1% | 1% | 6% | -13% | -3% | 10 | -4% | 0%
COC(=O)C(CSCc1ccccc1)NC(=O)CSc1nc(N)cc(=O)[nH]1 (centres undefined)
→ 25% | 7% | 2% | 0% | -5% | 11% | 1% | -9% | -20 | 3% | -9%
Cc1ccccc1NC(=O)CCN1CCN(C)CC1
→ 3% | 4% | 16% | 6% | 2% | 10µM* | -2% | 0% | -32 | -10% | 3%
CCCC1=C(C(=O)OCC)C(c2cccs2)C(C#N)=C(N)O1 (centres undefined)
→ 25% | 15% | 1% | 1% | -1% | -3% | 9% | 13% | 2 | 0% | 0%
O=C(COC(=O)c1sc2ccccc2c1Cl)NCC1CCCCC1
→ 1% | 6% | -1% | -1% | 5% | -12% | u | -8% | -5 | 1% | 0%
COc1ccc(NC(=O)c2oc3ccccc3c2NC(=O)COc2ccccc2OC)c(OC)c1
→ u | -1% | 0% | 1% | u | 1% | -9% | 4% | -3 | -2% | 0%
CCCOc1cccc(C(=O)NCCNC(=O)c2ccco2)c1
→ -2% | 1% | 5% | 2% | 1% | 9% | -19% | -4% | -16 | -8% | -9%
CCOC(=O)c1ccc(-n2c(-c3ccco3)nc3ccccc3c2=O)cc1
→ -29% | -6% | 2% | -11% | 0% | 23% | u | 12% | -7 | -7% | 6%

# Assay outcomes (PubChem)
